Screening results from PubChem BioAssay.
POLB inh: qHTS Assay for Inhibitors of DNA Polymerase Beta | P06746 | Pol beta primer extension/strand displacement, fluorescence kinetic | Potency, µM (doses to about 114 µM), for inactives: at the top dose activity change, negative = inhibition, hits mostly inhibitors | 340,000 tested, 1.3% active; also: potency is read from the fitted curve at half-maximal effect; % is scaled to controls: 0 for no effect and ±100 for the full control effect
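Pol beta (10 nM) was preincubated with compound for 15 min at room temperature. The reaction was then started with 50 nM substrate and read immediately and after a further 10 min at room temperature.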
APE1 inh: qHTS Assay for Inhibitors of the Human Apurinic/apyrimidinic Endonuclease 1 (APE1); DNA repair nuclease/redox regulator APEX1 (Homo sapiens), P27695; recombinant APE1, TAMRA/BHQ-2 abasic DNA cleavage fluorescence; Potency, µM (top dose mostly 65.8 µM), without a hit: top-dose activity change, negative = inhibition, actives largely listed as inhibitors; 350,000 tested, 0.35% active; AID 2517, 2012;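 also: potency is read from the fitted curve at half-maximal effect; plate controls were vehicle for no effect and reference inhibitor for full effect; nearly all actives have a fitted effect of over 55% in size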
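Enzyme (0.75 nM final) and test compound are incubated 15 min at room temperature before adding 50 nM quenched THF abasic-site duplex. Cleavage dequenches TAMRA, followed at 525/598 nm over three reads one minute apart.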
Pol iota inh: qHTS for Inhibitors of Polymerase Iota; DNA polymerase iota (Homo sapiens), Q9UNA4; Potency, µM (doses to about 115 µM), for inactives: top-dose activity, negative = inhibition, usual class: inhibitors; 390,000 tested, 1% active; AID 588590, 2011; Pol iota fluorescent replication assay, 10 min; also: potency is read from the fitted curve at half-maximal effect
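Pol iota at 10 nM preincubated 15 min with compounds at room temperature; reaction started with fluorescent substrate, 50 nM final. Fluorescence read kinetically at 0 and 10 min; buffer-only wells as negative control.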
POLH inh: qHTS for Inhibitors of Polymerase Eta; Potency, µM (highest dose often 114 µM), inactives show at the highest dose activity change, negative = inhibition, hits mostly inhibitors; DNA polymerase eta (Homo sapiens), Q9Y253; AID 588591, 2011; 390,000 tested, 1.2% active; recombinant Pol eta, fluorescent DNA replication assay; also: potency is read from the fitted curve at half-maximal effect; % is scaled to controls: 0 for no effect and ±100 for the full control effect
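Pol eta at 10 nM preincubated with compounds 15 min at room temperature; reaction started with fluorescent substrate (50 nM final) and read kinetically at 0 and 10 min.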
BLM helicase inh: qHTS Assay for Inhibitors of Bloom's syndrome helicase (BLM). recombinant BLM DNA unwinding, fluorescence dequenching. Potency, µM (top dose mostly 56.1 µM), without a hit: at the highest dose activity change, negative = inhibition, usual class: inhibitors. 350,000 tested, 0.2% active;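 also: potency is read from the fitted curve at half-maximal effect; plate controls were vehicle for no effect and no enzyme for full effect; nearly all actives have a fitted effect of over 35% in size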
POLK inh: qHTS for Inhibitors of Polymerase Kappa; DNA polymerase kappa (Homo sapiens), Q9UBT6; purified Pol kappa, fluorescent DNA synthesis assay, 10 min; Potency, µM (doses to about 107 µM), for inactives: at the highest dose activity, negative = inhibition, most hits filed as inhibitors; 400,000 tested, 0.53% active; also: potency is read from the fitted curve at half-maximal effect; % is scaled to controls: 0 for no effect and ±100 for the full control effect
Target sequence (Q9UBT6 whole entry, looked up): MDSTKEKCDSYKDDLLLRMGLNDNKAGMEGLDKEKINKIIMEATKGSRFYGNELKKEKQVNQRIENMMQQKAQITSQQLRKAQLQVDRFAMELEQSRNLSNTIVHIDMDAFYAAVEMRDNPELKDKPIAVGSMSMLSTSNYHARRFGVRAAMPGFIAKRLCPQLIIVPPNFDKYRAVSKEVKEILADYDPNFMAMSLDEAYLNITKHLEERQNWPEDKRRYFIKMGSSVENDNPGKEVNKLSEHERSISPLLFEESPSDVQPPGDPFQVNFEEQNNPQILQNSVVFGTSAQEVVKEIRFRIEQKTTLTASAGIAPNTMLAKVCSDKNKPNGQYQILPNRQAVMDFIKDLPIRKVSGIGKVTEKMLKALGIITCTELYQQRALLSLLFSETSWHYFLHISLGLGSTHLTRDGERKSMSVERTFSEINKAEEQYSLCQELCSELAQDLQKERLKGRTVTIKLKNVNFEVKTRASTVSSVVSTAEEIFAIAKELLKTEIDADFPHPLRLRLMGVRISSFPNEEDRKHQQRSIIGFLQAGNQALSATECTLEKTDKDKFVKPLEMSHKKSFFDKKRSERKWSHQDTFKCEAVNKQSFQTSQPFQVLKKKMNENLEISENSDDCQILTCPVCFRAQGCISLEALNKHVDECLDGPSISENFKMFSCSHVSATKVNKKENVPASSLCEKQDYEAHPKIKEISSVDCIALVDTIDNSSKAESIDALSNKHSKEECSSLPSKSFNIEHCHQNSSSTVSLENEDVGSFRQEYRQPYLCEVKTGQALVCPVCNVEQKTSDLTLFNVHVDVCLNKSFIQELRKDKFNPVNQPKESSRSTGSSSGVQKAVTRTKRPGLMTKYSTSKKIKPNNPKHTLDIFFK
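Kinetic fluorescence readout at 0 and 10 min followed reaction start with substrate at 50 nM final. Beforehand, enzyme (10 nM Pol kappa) stood 15 min with compound at room temperature; buffer-only wells were negative controls.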
RXFP1 antag: qHTS Assay for Antagonists of the Relaxin Receptor RXFP1 | AID 1259400, 2018 | 350,000 tested, 0.59% active | Relaxin receptor 1 (Homo sapiens), Q9HBX9 | activity change, negative = inhibition, % at 57.5 µM | HEK293-RXFP1, relaxin-stimulated cAMP HTRF, 30 min; stronger effect = lower value;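 active = activity change of -60% or lower, but not beyond a set lower limit; inconclusive = change between -60% and -40%, or beyond the set limit; inactive = change above -40%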; also: % is scaled to controls: 0 for no effect and ±100 for the full control effect
PGK inhibitor: qHTS Assay to Find Inhibitors of Phosphoglycerate Kinase | AID 602233, 2012 | PGK/GAPDH coupled, Kinase-Glo luminescence, 60 min | Phosphoglycerate kinase, glycosomal (Trypanosoma brucei brucei), P07378 | 380,000 tested, 0.043% active | Potency, µM (doses to about 57.5 µM), for the others: at the highest dose activity change, negative = inhibition, hits mostly inhibitors; also: potency is read from the fitted curve at half-maximal effect; % is scaled to controls: 0 for no effect and ±100 for the full control effect; nearly all actives have a fitted effect of over 60% in size
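Recombinant glycosomal PGK reaction used 1,3-bisphosphoglycerate generated in-well by GAPDH (100nM final) in 100mM TEA pH 7.6, 5mM MgCl2, 0.01% Tween-20. After 60 minutes at room temperature, ATP was read by Kinase-Glo Plus luminescence end-point.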
Anesthetic bind: qHTS Assay for Identification of Novel General Anesthetics; Ferritin light chain (Equus caballus), P02791; apoferritin/1-aminoanthracene competitive binding, fluorescence; Potency, µM (series often up to 77.5 µM), without a hit: at the top dose activity change, negative = displacement, usual class: inhibitors; 350,000 tested, 0.074% active; also: potency is read from the fitted curve at half-maximal effect; % is scaled to controls: 0 for no effect and ±100 for the full control effect; nearly all actives have a fitted effect of over 20% in size
Target sequence (P02791 2-175 limits assumed): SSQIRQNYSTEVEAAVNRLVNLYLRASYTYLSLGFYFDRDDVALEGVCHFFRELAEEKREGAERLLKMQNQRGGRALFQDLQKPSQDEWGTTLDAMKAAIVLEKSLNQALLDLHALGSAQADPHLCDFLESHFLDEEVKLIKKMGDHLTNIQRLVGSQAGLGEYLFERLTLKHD
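Apoferritin-based anesthetic binding model; compound displacement of fluorescent 1-AMA measured as endpoint fluorescence after 10 minutes at room temperature, scaled to free-ligand and complex controls.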
* = called active by the depositor; i = inactive; ? = inconclusive; . = no result given; [ ] = dose if it differs, or a comment. Unless noted, calls follow the shape of the dose curve; as a rule, active = well fitted curve in the direction sought with a large enough effect; inconclusive = small, poorly fitted or top-dose-only effect, or another doubt; inactive = no such curve, though single readings can be large; an effect the other way counts as inactive or inconclusive. An excerpt, so the mix of outcomes need not match the whole.

entry	RXFP1 antag	BLM helicase inh	Pol iota inh	POLK inh	POLB inh	POLH inh	Anesthetic bind	APE1 inh	PGK inhibitor	mol
1	-4	-2%	10%	-4%	2%	-15%	-10%	-3%	1%	COc1cccc(C2(CSc3nnc(-c4cc(OC)c(OC)c(OC)c4)o3)OCCO2)c1
2	4	2%	18%	-9%	9%	-23%	8%	8%	-4%	Cc1ccccc1C(=O)NCCCCc1ccccc1
3	-13	.	2%	-6%	.	-25%	.	.	-1%	COc1ccc(CCC(=O)Nc2ccc(Cl)c(S(=O)(=O)N3CCOCC3)c2)cc1OC
4	.	.	?	9%	.	-14%	.	16%	-10%	CCN1C(=O)[C@H]2[C@H]3CN=C(SCc4ccc(C#N)cc4)N3[C@@](Cc3ccccc3)(C(=O)OC)[C@H]2C1=O
5	-2	1%	26%	-6%	4%	-5%	-20%	0%	i	CC(C)N=C(NC#N)SCc1ccc(Br)cc1
6	-28	-5%	13%	-12%	8%	-6%	6%	-10%	-3%	Cc1ccc(-n2nc3c(c2NC(=O)c2cccs2)CS(=O)(=O)C3)c(C)c1
7	.	-9%	20%	21%	.	-14%	-20%	10%	i	COC(=O)c1c(C)cc(O)cc1O
8	-24	1%	85%[activator]	-7%	-2%	-10%	2%	5%	-9%	CN(C)c1nnnn1-c1ccc(Cl)cc1Cl
9	-35	0%	93%[activator]	-9%	21%	6%	-2%	6%	-3%	O=C(NCC1CCCO1)c1cccnc1NCc1ccc(F)cc1 (stereo not given)
10	-12	-4%	5%	2%	-2%	-9%	40%[activator]	-2%	i	COc1ccc(Nc2nc(C)cc(C)c2C#N)cc1
11	-15	-1%	-4%	1%[60.1 µM]	30%	-12%	-13%	.	-5%	O=C(NCC(c1ccc2c(c1)OCO2)N1CCOCC1)c1ccc(F)cc1 (stereo not given)
12	-5	.	28%	-2%	.	-20%	.	.	-10%	O=c1onc(-c2ccccc2)c2ccccc12
13	7	-6%	11%	9%	1%	-9%	-5%	-5%	0%	O=C(NC(CC(=O)N1CCCC(C(F)(F)F)C1)c1ccccc1)c1ccccc1Cl (stereo not given)
14	-13	-14%	19%	-2%	5%	-22%	-10%	9%	2%	CCn1c(SCc2ccccc2Cl)nc2nc3c(cc2c1=O)CCCC3
15	-20	-1%	45%[activator]	4%	1%	-10%	-5%	1%	-1%	O=C1Nc2ccccc2/C1=N\N1CCOCC1
16	-15	-3%	13%	-3%	0%	-13%	-4%	6%	-8%	CCCN(C(=O)c1ccc2c(SCC(=O)O)c3c(nc2c1)CCC3)c1cccc(C)c1
17	-14	-2%	9%	-11%	2%	2%	0%	25%	1%	O=c1[nH]nc(-c2ccc(OCc3ccc(Cl)cc3Cl)cc2)o1
18	11	-1%	-12%	-13%	-1%	-18%	-14%	0%	-7%	Cc1ccc(CSCC(=O)Nc2ccc(F)cc2)cc1
19	-35	-2%	3%	-6%	19%	-7%	-12%	-9%	-1%	CCn1c(SCC(=O)c2ccccc2)nnc1-c1cc2cc(Br)ccc2o1
20	8	1%	13%	-18%	-24%	-13%	-3%	.	-10%	Cc1cc(C)cc(OCC(=O)Nc2c(C(=O)c3ccccc3)oc3ccccc23)c1
21	-7	-3%	-10%	-4%	12%	-9%	-12%	0%	i	CC(=O)NC(Cc1c[nH]c2ccccc12)C(=O)OCC(=O)Nc1ccc2c(c1)OCO2 (stereo not given)
22	.	.	5%	-17%	.	-15%	.	-3%	6%	CC(O)[C@H]1CC[C@H]2[C@@H]3CC[C@H]4C[C@@H](O)CC[C@]4(C)[C@H]3/C(=N/O)C[C@]12C (stereo not given in full)
23	-21	-6%	51%[activator]	-6%	?	?	-8%	-5%	-4%	COc1ccc(N(C(C)C(=O)N2CCC(Cc3ccccc3)CC2)S(C)(=O)=O)cc1 (stereo not given)
24	-11	-5%	-13%	-4%	-7%	-17%	0%	?	i	CCOc1ccc(NS(=O)(=O)c2ccc(SC)cc2)cc1
25	-5	.	16%	-3%	.	1%	.	1%	-4%	COc1ccc(CNC(=O)C2CCN(S(=O)(=O)c3cccc(C(F)(F)F)c3)CC2)cc1
26	-1	-1%	33%[activator]	7%	27%	-19%	-5%	5%	-7%	Cn1cc(Br)c(C(=O)Nc2nccs2)n1
27	.	-2%	14%	6%	6%	-18%	-9%	.	-4%	CCOC(=O)CSc1nc2ccc(NC(=O)COc3ccccc3)cc2s1
28	-6	2%	-12%	8%	24%	-18%	-4%	-1%	0%	Cc1ccc(SCc2cc(=O)[nH]c(N3CCN(Cc4ccc5c(c4)OCO5)CC3)n2)cc1
29	-8	-1%	-16%	6%	24%	-10%	-12%	66%[activator]	-10%	COc1ccc(N(C)S(=O)(=O)c2ccc3c(c2)CCN3C(=O)C2CC2)c(OC)c1
30	-6	-6%	20%	-2%	8%	11%	-5%	2%	-7%	CC(=O)c1ccc(-n2nnnc2SCC(=O)NNC(=O)c2ccco2)cc1

Ordered by heavy-atom count (smallest number first): part of the list above
entry	RXFP1 antag	BLM helicase inh	Pol iota inh	POLK inh	POLB inh	POLH inh	Anesthetic bind	APE1 inh	PGK inhibitor	mol
7	.	-9%	20%	21%	.	-14%	-20%	10%	i	COC(=O)c1c(C)cc(O)cc1O
26	-1	-1%	33%[activator]	7%	27%	-19%	-5%	5%	-7%	Cn1cc(Br)c(C(=O)Nc2nccs2)n1
8	-24	1%	85%[activator]	-7%	-2%	-10%	2%	5%	-9%	CN(C)c1nnnn1-c1ccc(Cl)cc1Cl
5	-2	1%	26%	-6%	4%	-5%	-20%	0%	i	CC(C)N=C(NC#N)SCc1ccc(Br)cc1
10	-12	-4%	5%	2%	-2%	-9%	40%[activator]	-2%	i	COc1ccc(Nc2nc(C)cc(C)c2C#N)cc1
2	4	2%	18%	-9%	9%	-23%	8%	8%	-4%	Cc1ccccc1C(=O)NCCCCc1ccccc1
22	.	.	5%	-17%	.	-15%	.	-3%	6%	CC(O)[C@H]1CC[C@H]2[C@@H]3CC[C@H]4C[C@@H](O)CC[C@]4(C)[C@H]3/C(=N/O)C[C@]12C (stereo not given in full)
11	-15	-1%	-4%	1%[60.1 µM]	30%	-12%	-13%	.	-5%	O=C(NCC(c1ccc2c(c1)OCO2)N1CCOCC1)c1ccc(F)cc1 (stereo not given)
23	-21	-6%	51%[activator]	-6%	?	?	-8%	-5%	-4%	COc1ccc(N(C(C)C(=O)N2CCC(Cc3ccccc3)CC2)S(C)(=O)=O)cc1 (stereo not given)
1	-4	-2%	10%	-4%	2%	-15%	-10%	-3%	1%	COc1cccc(C2(CSc3nnc(-c4cc(OC)c(OC)c(OC)c4)o3)OCCO2)c1

(list continues)
entry	RXFP1 antag	BLM helicase inh	Pol iota inh	POLK inh	POLB inh	POLH inh	Anesthetic bind	APE1 inh	PGK inhibitor	mol
31	7	-12%	98%[activator]	-12%[60.1 µM]	18%	-19%	-14%	.	10%	CCOC(=O)N1CCc2c(sc(NCc3ccc(OC)c(OC)c3OC)c2C(=O)Nc2ccc(OC)cc2OC)C1
32	8	2%	-5%	2%	28%	-10%	-6%	-3%	i	Cc1c(NC(=O)N2CCCCCC2)c(=O)n(-c2ccccc2)n1C
33	-13	-4%	?	-17%	22µM*	-18%	1%	-5%	-3%	CCn1c(C)nc2cc(C(=O)N/N=C/c3ccc(N4CCOCC4)cc3)ccc21
34	.	.	24%	6%	.	-11%	.	.	3%	O=C(Cc1cccc(NC(=O)C2CCCN(C(=O)C3CCC3)C2)c1)Nc1cccc(C(=O)N2CCOCC2)c1 (stereo not given)
35	2	-10%	-18%	-4%	-26%	4%	-2%	3%	-7%	C=CCn1c(SCC(=O)N(C)C2CCS(=O)(=O)C2)nc2ccccc2c1=O (stereo not given)
36	-10	-3%	1%	-2%	4%	-10%	-10%	1%	3%	CC1CC(C)CN(C(=O)CSc2nnc(CSc3ncccn3)n2C)C1 (stereo not given)
37	-13	-7%	10%	-7%	33%	?	-20%	29%	-3%	Cc1cc(C)c(NC(=O)c2cc3c(nc4sccn43)s2)c(C)c1
38	8	-2%	17%	-2%	2%	-5%	7%	2%	i	COCCC(=O)N1CCC(Oc2ccc(C(=O)N3CCC(N(C)C)C3)cc2)CC1 (stereo not given)
39	-10	-3%	41%[activator]	4%	0%	-10%	3%	38%[12.4 µM]	5%	Cc1cc2ccccn2c1C(=O)c1ccc(F)cc1
40	-5	-3%	7%	-3%	0%	-16%	-2%	1%	i	COc1ccc(CC(=O)Nc2c(C(N)=O)oc3ccccc23)cc1
41	-21	-5%	4%	-3%	-3%	-3%	?	.	7%	Cc1cc(C)c(NC(=O)c2sc3nc(C)cc(C)c3c2NC(=O)c2ccccc2)c(C)c1
42	-10	-14%	50µM*	-9%	18µM*	-25%	?	31%	-11%	Cc1c(Br)ccc(NC(=O)Cn2nc(-c3cccs3)ccc2=O)c1C
43	-18	-7%	18%	-14%	0%	11%	-2%	5%	-2%	Cc1ccc2nc(NC(=O)CN3CCOCC3)sc2c1
44	-13	-2%	22%	5%	2%	-22%	17%	.	i	O=C(NC1CCCCC1)c1ccc(CSc2nc3ccncc3n2Cc2cccc(F)c2)cc1
45	33	-2%	-2%[58.9 µM]	-23%	9%	-6%	-14%	1%	-2%	Cc1nn(C(C)C(=O)NNC(=S)Nc2ccc(F)cc2)c(C)c1[N+](=O)[O-] (stereo not given)
46	6	-2%	16%	-11%	9%[57.1 µM]	-12%	-16%	-4%	i	CCOC(=O)c1c(C)[nH]c(C)c1C(=O)COC(=O)c1ccccc1O
